Assay outcomes (PubChem BioAssay)
NS5 inhibitors: Dengue-2 NS5 methyltransferase inhibitors, primary screen, biochemical, confirmation dose response (AID 588689); inhibition, % at 25 µM, or IC50 in µM where a hit was titrated; Dengue-2 NS5 methyltransferase capping enzyme assay, biochemical; higher % means a stronger effect; actives 0.3% (n = 340,000); Genome polyprotein (Dengue virus type 2 (strain 16681-PDK53)); in the data active means a potency from the dose series
Large T inhibition: SV40 large T antigen inhibitors, biochemical (AID 1903); SV40 large T antigen ATPase/helicase inhibition assay; higher % means a stronger effect; inhibition, % at 20 µM; hits with a dose series show IC50 in µM; actives 0.39% (n = 310,000); in the data active means a potency from the dose series; further: strong numbers were not always called active
RSV CPE inhibition: RSV antiviral activity via CPE protection, HEp-2 cells, primary 10 µM value included (AID 2391); HEp-2 cells, RSV-induced CPE inhibition; higher % means a stronger effect; one-dose CPE inhibition, % at 10 µM; IC50 in µM for titrated hits; actives 0.13% (n = 310,000); in the data active means a potency from the dose series; further: strong numbers were not always called active
K1F lysis inhibition: inhibition of K1F phage lysis, E. coli UTI89, bacterial capsule biogenesis inhibitors, alamar blue (AID 488966). E. coli UTI89 K1F phage lysis, alamar blue, 2 h; higher % means a stronger effect. actives 0.02% (n = 340,000). inhibition, % at 100 µM, or IC50 in µM where a hit was titrated;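 active means phage lysis inhibition, versus mean bacterial control, above a set limit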;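 further: capsule biogenesis inhibitors block K1F phage lysis so surviving cells raise fluorescence; higher fluorescence means more inhibition of phage lysis; actives were called in the ten point dose series up to 300 µM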
MgcRacGAP inhibition: MgcRacGAP GTPase-activating activity inhibitors, confirmation, biochemical, ADP Hunter fluorescence; one-dose inhibition, % at 30 µM; IC50 in µM for titrated hits; AID 624330, 2012; actives 0.6% (n = 340,000); Rac GTPase-activating protein 1 (Homo sapiens); MgcRacGAP-stimulated Rac1 GTP hydrolysis, ADP Hunter fluorescence; higher % means a stronger effect; GST-tagged Rac1 F28L mutant substrate;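 active means first-screen hits whose inhibition reached a set limit at any dose in the follow-up dose series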;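 further: fluorescence reports GDP produced by GAP-driven GTP hydrolysis; strong numbers were not always called active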
NTR1 agonist: agonists of NTR1, primary screen, imaging, U2OS cells, beta-arrestin-GFP, high content (AID 493036); Neurotensin receptor type 1 (Homo sapiens), P30989; NTR1-U2OS beta-arrestin-GFP spot imaging, agonist mode; activation, % at 20 µM; actives 0.17% (n = 330,000);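 active means activation at or above 40% of the spot to cytoplasm intensity ratio, with at least 20 cells analyzed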;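 further: 0% = DMSO without peptide and 100% = 100 nM NTR1 peptide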
Target sequence (P30989 whole entry, looked up): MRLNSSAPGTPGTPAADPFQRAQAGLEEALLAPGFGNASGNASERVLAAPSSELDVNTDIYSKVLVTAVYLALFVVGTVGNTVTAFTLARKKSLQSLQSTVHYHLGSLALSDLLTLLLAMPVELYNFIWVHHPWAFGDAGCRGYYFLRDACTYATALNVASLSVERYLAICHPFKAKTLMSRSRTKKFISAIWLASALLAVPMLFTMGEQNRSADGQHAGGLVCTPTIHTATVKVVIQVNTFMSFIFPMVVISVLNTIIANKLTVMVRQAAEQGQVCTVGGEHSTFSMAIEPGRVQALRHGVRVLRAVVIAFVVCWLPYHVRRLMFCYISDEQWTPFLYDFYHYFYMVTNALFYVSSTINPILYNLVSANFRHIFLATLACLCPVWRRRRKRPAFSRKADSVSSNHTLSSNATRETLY
T cell HTS: modulators of CD8 T cell-vesicle binding, primary screen, mouse 2C CD8+ T cells, flow cytometry; AID 2052, 2009; actives 0.068% (n = 330,000); calls only at 7 µM; 2C CD8+ T cell-vesicle binding; active compounds read low;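 active means response, share of CD8 T cells binding vesicles, and their 90th percentile fluorescence all below set limits, cut at about 80% in these data, passing the limit was not always enough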
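material = purified 2C TCR transgenic mouse naive CD8+ T cells | controls = Unloaded micro-vesicles (low), QL9 vesicles with 0.7% DMSO (high) | detection = cytometric PE anti-B7-1 and Alexa647 anti-CD8 signals after 1% paraformaldehyde fixation | incubation = binding step 1.5 h, 37 °C, antibody labelling 20 min, ice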
PhoP inhibition: inhibitors of PhoP regulon expression, primary screen, Salmonella Typhimurium, GFP reporter (AID 1863). inhibition, % at 50 µM; hits with a dose series show IC50 in µM. actives 0.16% (n = 300,000). S. Typhimurium PhoP-regulated promoter GFP reporter, 4 h; higher % means a stronger effect;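 active means inhibition over 29.93%, a cutoff 3 SD above the screen mean, later confirmed by dose response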;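 further: 0% = low Mg2+ inducing control and 100% = high Mg2+ repressing control; strong numbers were not always called active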
West Nile virus CPE: West Nile virus antiviral activity, cell-based, CPE readout (AID 1621); actives 0.02% (n = 290,000); West Nile virus-infected cells, CPE inhibition; higher % means a stronger effect; CPE inhibition, % at 10 µM; hits with a dose series show IC50 in µM; in the data active means a potency from the dose series; further: strong numbers were not always called active
T cell HTS vesicle-bound %: further read-out of T cell HTS, marked with its call; double positive events, %; measured here: CD8+ vesicle-bound cell fraction;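 binding gate set so that unloaded-vesicle control wells show 10% double positive cells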
NTR1 agonist cell count 20 µM: recorded beside NTR1 agonist, whose call it bears; cell count; measured here: cell count, cytotoxicity flag
NS5 inhibitors pilot replicate: second read-out of NS5 inhibitors, no call of its own (marks repeat the call); inhibition, %; measured here: pilot screen replicate inhibition
Numbers without * were called inactive; i = inactive; nt = no result given; [ ] = dose if it differs, or a comment.

SMILES | NS5 inhibitors | Large T inhibition | RSV CPE inhibition | K1F lysis inhibition | MgcRacGAP inhibition | NTR1 agonist | NTR1 agonist cell count 20 µM | T cell HTS | T cell HTS vesicle-bound % | PhoP inhibition | West Nile virus CPE | others
COc1cc(OC)cc(C(=O)NNC(=O)CCC(=O)c2cc(C)sc2C)c1 | -0.7% | nt | nt | 0.1%[50 µM] | -0.3% | 1.4 | 55 | i | 11.1 | nt | nt
CC(=O)c1ccc(Nc2cc(C)nc3ncnn23)cc1 | -2.0% | 11.8% | 1.8% | 1.6% | 7.5% | 0.4 | 42 | i | 15.2 | 0.9% | -0.4% | NS5 inhibitors pilot replicate=-4.2
O=C(c1ccncc1)N1CCN(S(=O)(=O)c2ccc3ccccc3c2)CC1 | -2.9% | 9.6% | 12.6% | 0.4% | 6.2% | 0.9 | 58 | i | 55.6 | 1.7% | -1.5%
Cc1ccc(CN2CCN(Cc3cccc4c3OCO4)CC2CCO)cc1 (stereo not given) | -5.8% | 12.3% | -2.2% | 0.0% | 2.3% | -0.6 | 46 | i | 34.9 | -11.1% | -1.0%
COc1ccc(CN(C(=O)c2oc3ccccc3c2C)C2CCS(=O)(=O)C2)cc1 (stereo not given) | -2.7% | 16.5% | 2.8% | 0.4% | 6.0% | 1.8 | 44 | i | 9.1 | 19.9% | 0.2%
CCOc1ccc(/C=N/Nc2ccccn2)cc1 | -10.7% | 7.8% | 3.4% | 0.2% | 5.4% | 0.5 | 97 | i | 28.4 | 0.0% | -0.2%
Fc1ccc(Cn2nnnc2CN2CCc3ccccc3C2)cc1 | 2.1% | 7.1% | 3.0% | 0.2% | 3.9% | 0.1 | 55 | i | 32.4 | 11.7% | 1.3%
COC(=O)C1=C(C)NC(=O)/C1=C\c1cc(C)n(-c2ccccc2C)c1C | 10.9% | 30.8% | 2.1% | 1.4% | 12.2% | 2.6 | 68 | i | 35.4 | 1.4% | 0.6%
Cn1cc(Cl)c(/C(N)=N/OC(=O)c2ccccc2C(F)(F)F)n1 | -1.3% | 25.2% | 2.8% | 0.1% | 7.4% | -0.6 | 56 | i | 21.2 | -1.6% | -0.4%
CC(C)(O)P(C)(=O)c1ccccc1 (stereo not given) | -6.2% | -5.0% | 3.0% | -0.1% | 12.0% | -0.5 | 38 | i | 43.7 | 7.5% | 0.0%
COC(=O)CC1C(=O)NCCN1C(=O)c1cc(OC)c(OC)cc1OC (stereo not given) | -9.1% | -3.8% | 0.4% | 0.1% | 9.0% | 1.7 | 94 | i | 63.1 | 5.4% | 0.0%
CCOC(=O)c1[nH]c2ccc(OC)cc2c1NC(=S)N1CCN(c2ccccc2OC)CC1 | 3.6% | 6.9% | 0.1% | 8.8% | 20.2% | 1.1 | 44 | i | 52.3 | -2.2% | -0.5%
COc1ccc(NC(=O)CSc2nnc(C3CCCCC3)o2)c(OC)c1 | -4.9% | 16.1% | -0.2% | -0.2% | -1.9% | -0.5 | 93 | i | 43.0 | -0.8% | -0.5%
CC(OC(=O)c1cccn1C)C(=O)Nc1ccc2c(c1)OCO2 (stereo not given) | -1.5% | 0.0% | 2.6% | 0.4% | 6.6% | 1.6 | 59 | i | 41.3 | 3.0% | -0.1%
Cc1cc(C)n(-c2nc(N(c3ccccc3)c3ccccc3)nc(-n3nc(C)cc3C)n2)n1 | -3.4% | 4.5% | 5.2% | 0.9% | 1.6% | 83.7* | 56* | i | 50.6 | 3.8% | 1.4%
Cc1cc(F)ccc1S(=O)(=O)Nc1ccccc1C(=O)N1CCCC1 | -3.0% | nt | -0.4% | 0.8%[50 µM] | 5.6% | 3.0 | 46 | i | 27.3 | nt | nt
Cn1c(Cn2c(=O)sc3ccccc32)nnc1SCc1ccc(F)cc1 | -1.4% | 1.2% | 4.0% | 2.8% | 0.0% | -0.6 | 65 | i | 44.7 | -2.9% | -1.5%
CCOc1ccccc1N(CC(=O)N1CCc2ccccc2C1)S(C)(=O)=O | 5.0% | 12.3% | 2.1% | 0.5% | 13.7% | 0.9 | 73 | i | 50.8 | -1.1% | -0.6%
O=S(=O)(c1ccc2ccccc2c1)N1CCN=C1SCc1cccnc1 | 0.0% | 9.8% | 8.7% | -0.1% | 12.1% | -0.9 | 83 | i | 52.2 | 7.1% | nt
C/C=C(/C)C(=O)Nc1cccc(C2=NOC3(C2)C[C@@H](C(N)=O)N(C(=O)c2ccc(OC)cc2)C3)c1 (stereo not given in full) | -13.9% | 15.8% | 0.8% | 3.5% | 9.7% | 2.3 | 51 | i | 36.9 | 4.1% | 0.5%
COc1ccccc1N=c1oc2c(OC)cccc2cc1C(=O)NCc1ccco1 | 12.3% | 5.9% | 2.7% | 0.4% | 1.1% | 10.2 | 83 | i | 21.0 | -11.7% | 1.7% | NS5 inhibitors pilot replicate=6.4
CC(C)(C)NC(=O)C(=O)NC(=O)c1c(F)cccc1Cl | -3.9% | 7.2% | 1.5% | -0.4% | 2.2% | -0.4 | 60 | i | 26.9 | -6.6% | 0.5%
COc1ccc(-c2cc(C)no2)cc1S(=O)(=O)N1CCN(c2cccc(C)c2)C(C)C1 (stereo not given) | -8.8% | 8.8% | 10.3% | 0.0% | -9.5% | 1.0 | 55 | i | 53.8 | -4.8% | -0.4%
CC(NC(=S)NC1CCCCC1)c1ccccc1 (stereo not given) | -3.2% | 2.5% | 0.2% | -2.5% | -13.6% | 1.9 | 65 | nt | nt | 1.1% | -1.0%
Cc1ccc(CN2C(=O)c3ccccc3Sc3ccc(C(=O)NCCCN4CCOCC4)cc32)cc1 | -6.2% | 5.3% | -4.1% | -0.5% | -12.3% | 0.9 | 74 | i | 32.3 | 3.7% | 2.9%
O=C(CSc1nnc(NC(=O)c2ccccc2F)s1)Nc1ccccc1F | 3.1% | 6.1% | -0.1% | 0.2% | 6.9% | 0.9 | 50 | i | 17.5 | -4.2% | 0.1%
O=C(CC1SC(N2CCCCC2)=NC1=O)Nc1ccc(C(=O)O)cc1 (stereo not given) | -3.0% | nt | 3.0% | 0.6%[50 µM] | 5.2% | 0.3 | 84 | i | 31.9 | nt | nt
CC1(C(=O)N2CCN(Cc3ccccc3Cl)CC2)CC1(Cl)Cl (stereo not given) | -10.3% | 11.9% | 13.2% | -0.8% | -3.0% | -2.7 | 8 | i | 59.0 | -1.0% | -0.8%
Clc1ccccc1Nc1nnc(-c2ccncc2)s1 | -1.5% | 5.3% | 5.5% | 3.3% | 12.4% | 1.8 | 67 | i | 49.5 | -6.1% | -1.9%
N#Cc1cccc(NC(=O)c2cncn2-c2ccccc2)c1 | -8.0% | -8.0% | 1.0% | 0.3% | 5.2% | 0.7 | 42 | i | 55.2 | 4.7% | -0.1%
O=C(C1=C[C@H](C2CC2)C[C@H](OCCCCO)O1)N1CCN(Cc2ccc3c(c2)OCO3)CC1 | -1.6% | 5.9% | -1.4% | -0.5% | 4.9% | -2.9 | 93 | i | 5.0 | 3.4% | -0.4%
c1ccc(-c2noc(COc3ccc4c(c3)OCO4)n2)cc1 | 6.4% | 0.9% | 0.8% | 0.1% | -0.4% | 0.0 | 35 | i | 40.6 | 2.9% | -0.1%
O=C1[C@@H]2Cc3c([nH]c4ccccc34)C(c3cccc(Br)c3)N2C(=O)CN1C1CCN(Cc2ccccc2)CC1 (stereo not given in full) | -13.1% | 5.1% | -2.2% | 1.9%[50 µM] | -6.0% | 6.8 | 90 | i | 19.2 | 3.5% | 0.0%
OC(CNCc1ccco1)Cn1c2ccccc2c2ccccc21 (stereo not given) | -1.3% | 9.5% | -0.6% | 0.5% | 6.0% | 0.4 | 90 | i | 41.3 | 21.1% | -0.3%
Cc1nc(C)n(CC(C)C(=O)N2CCN(S(=O)(=O)c3ccc(Cl)cc3)CC2)n1 (stereo not given) | -1.6% | 0.3% | 0.7% | 1.5% | -1.8% | 1.2 | 54 | i | 33.4 | 6.9% | -0.9%
CC(C)(C)NC(=S)NCc1cccnc1 | 2.0% | 2.2% | 0.0% | -0.2% | -6.7% | -1.1 | 50 | i | 29.3 | -5.8% | -0.2%
Cc1cccc2cc(C#N)c(SCc3nnc(-c4ccccc4[N+](=O)[O-])o3)nc12 | -4.4% | 12.4% | 3.7% | 3.7% | -3.0% | 2.8 | 47 | i | 29.0 | 6.9% | -0.8%
CO/N=C/c1ccc(Oc2ccc(C)cc2)c([N+](=O)[O-])c1 | -13.6% | 1.8% | 2.5% | 1.2% | 2.1% | 0.0 | 31 | i | 37.3 | 2.2% | -0.3%
CCOc1cc2c(cc1OCC)C(c1ccccc1)N(c1ccccc1)C(=O)C2 (stereo not given) | 1.3% | 8.3% | 4.0% | -0.4%[50 µM] | 1.9% | 0.7 | 65 | i | 10.4 | -4.7% | -0.4%
CC(=O)c1ccc(NC(=O)c2ccc3nc(C)sc3c2)cc1 | -5.3% | 6.0% | 1.6% | 0.1% | 5.7% | -0.6 | 60 | i | 53.7 | 15.6% | 0.0%

Overlap with the part before: 2 compounds; new compounds follow.
SMILES | NS5 inhibitors | Large T inhibition | RSV CPE inhibition | K1F lysis inhibition | MgcRacGAP inhibition | NTR1 agonist | NTR1 agonist cell count 20 µM | T cell HTS | T cell HTS vesicle-bound % | PhoP inhibition | West Nile virus CPE | others
CCOc1cc2c(cc1OCC)C(c1ccccc1)N(c1ccccc1)C(=O)C2 (stereo not given) | 1.3% | 8.3% | 4.0% | -0.4%[50 µM] | 1.9% | 0.7 | 65 | i | 10.4 | -4.7% | -0.4%
CC(=O)c1ccc(NC(=O)c2ccc3nc(C)sc3c2)cc1 | -5.3% | 6.0% | 1.6% | 0.1% | 5.7% | -0.6 | 60 | i | 53.7 | 15.6% | 0.0%
C=CCN1C(=O)c2ccc(C(=O)N3CCN(c4ccccc4OC)CC3)cc2C1=O | 3.0% | 11.1% | -0.4% | -0.1%[50 µM] | 7.5% | 1.7 | 64 | i | 33.7 | -0.6% | nt
O=C(CCN1C(=O)/C(=C/c2ccccc2Cl)SC1=S)NC1CCS(=O)(=O)C1 (stereo not given) | 6.2% | 9.2% | 1.1% | 0.8% | 6.4% | 0.0 | 93 | i | 43.7 | -0.9% | -0.7%
COc1ccc(-n2c(CCc3ccccc3)nnc2SCC(=O)c2ccccc2)cc1 | -7.4% | 8.7% | 5.2% | -0.6%[50 µM] | -0.3% | 4.3 | 67 | i | 33.4 | 5.3% | -0.4%
COc1ccc(-c2nc3c(n2O)CCC/C3=N\O)cc1 | 2.7% | 15.7% | nt | 0.6% | 2.2% | 0.4 | 90 | i | 36.4 | 1.1% | nt
Cc1ccc(-c2nnc(CCC(=O)NCC3C4CC5CC(C4)CC3C5)o2)s1 (stereo not given) | -7.0% | 12.7% | 0.4% | -0.2% | 12.7% | 0.2 | 39 | i | 46.8 | 8.8% | -1.4%
